# From PubChem
# RXFP1 antag: antagonists of human relaxin receptor RXFP1; Q9HBX9; activity change, negative = inhibition, % at 57.5 µM; HEK293-RXFP1, relaxin-stimulated cAMP HTRF, 30 min; stronger effect = lower value; AID 1259400; actives 0.59% (n = 350,000);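 active = activity change of -60% or lower, but not beyond a set lower limit; inconclusive = change between -60% and -40%, or beyond the set limit; inactive = change above -40%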
# Target sequence (Q9HBX9 whole entry, looked up): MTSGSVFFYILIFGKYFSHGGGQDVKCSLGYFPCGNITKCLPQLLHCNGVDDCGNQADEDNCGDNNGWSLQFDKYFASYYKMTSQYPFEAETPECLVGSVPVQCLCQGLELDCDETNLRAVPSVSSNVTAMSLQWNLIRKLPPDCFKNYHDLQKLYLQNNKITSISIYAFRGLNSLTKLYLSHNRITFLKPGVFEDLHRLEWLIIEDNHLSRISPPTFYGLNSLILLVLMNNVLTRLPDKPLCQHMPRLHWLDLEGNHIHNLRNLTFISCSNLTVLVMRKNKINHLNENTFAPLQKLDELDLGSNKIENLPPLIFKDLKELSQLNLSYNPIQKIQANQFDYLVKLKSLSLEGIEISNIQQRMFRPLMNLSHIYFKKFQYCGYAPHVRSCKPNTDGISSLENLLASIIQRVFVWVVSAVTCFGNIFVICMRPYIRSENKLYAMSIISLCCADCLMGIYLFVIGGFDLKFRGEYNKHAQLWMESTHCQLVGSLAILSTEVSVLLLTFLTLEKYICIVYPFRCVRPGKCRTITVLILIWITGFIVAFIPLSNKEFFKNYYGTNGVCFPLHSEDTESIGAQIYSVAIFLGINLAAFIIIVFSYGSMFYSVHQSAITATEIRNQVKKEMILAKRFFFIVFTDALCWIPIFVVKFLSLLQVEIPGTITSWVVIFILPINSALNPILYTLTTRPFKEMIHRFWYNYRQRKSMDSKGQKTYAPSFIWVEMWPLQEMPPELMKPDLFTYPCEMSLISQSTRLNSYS
# The depositor's hits bear a star; ? = inconclusive. % is set by controls: 0 for no effect and ±100 for the full control effect. These rows are one share of the data; count on the stated rates, not on these rows.
# Start of the listing, in advance, 3 compounds:
SMILES,RXFP1 antag
COc1ccc(OC)c(C=NNC(=O)c2ccccc2NS(=O)(=O)c2cccs2)c1,-2
Cc1ccc(S(=O)(=O)N(C)c2ccc(C(=O)NCC(c3ccco3)N3CCCC3)cc2)cc1 (stereo not drawn),4
O=C(COC(=O)c1ccc(F)c(S(=O)(=O)N2CCOCC2)c1)NCc1ccc(Cl)cc1,-3

# The listing, previewed entries included:
SMILES,RXFP1 antag
COc1ccc(OC)c(C=NNC(=O)c2ccccc2NS(=O)(=O)c2cccs2)c1,-2
Cc1ccc(S(=O)(=O)N(C)c2ccc(C(=O)NCC(c3ccco3)N3CCCC3)cc2)cc1 (stereo not drawn),4
O=C(COC(=O)c1ccc(F)c(S(=O)(=O)N2CCOCC2)c1)NCc1ccc(Cl)cc1,-3
Cc1cc(N)ncc1[N+](=O)[O-],-6
C[C@H]1CN([C@@H](C)CO)C(=O)CCCn2nncc2CO[C@H]1CN(C)S(=O)(=O)c1ccccc1,6
O=C1c2ccccc2C(=O)N1CCOc1ccccc1,-7
Cc1ccc(C(=O)NCc2ccc3c(c2)OCO3)c(Cl)c1,-14
O=C(NCc1cc(C(F)(F)F)ccc1Cl)c1cccc2c1C(=O)c1ccc(N3CCC(N4CCCCC4)CC3)cc1S2(=O)=O,-6
O=C1NC(=S)NC(=O)C1=Cc1ccccc1C(=O)O,-6
O=C1OC=NC1=Cc1ccccc1,-12
Cc1ccc(O)c(Cc2cc(C)cc(Cc3cc(C)ccc3O)c2O)c1,5
COc1ccccc1C(NC(C)=O)c1c(O)ccc2ccc(O)cc12 (stereo not drawn),-9
Cc1ccc(S(=O)(=O)CCC(=O)N2CCN(c3ccccc3O)CC2)cc1,-24
Cc1ccc(S(=O)(=O)N(C)C[C@H]2OCc3cnnn3CCCC(=O)N([C@@H](C)CO)C[C@H]2C)cc1,5
O=C(COC(=O)C12CC3CC(CC(Br)(C3)C1)C2)Nc1c(F)cccc1F,0
COC(=O)c1ccc(Cn2ccc(=O)[nH]c2=O)cc1,-6
CCC1(c2ccc(F)cc2)NC(=O)N(CC(=O)Nc2ccc3c(c2)OCCO3)C1=O (stereo not drawn),-1
COc1cccc(C(C)=NNc2ccc([N+](=O)[O-])cc2[N+](=O)[O-])c1OC,-2
O=C(COc1nnc2ccccn12)N1CCN(S(=O)(=O)c2ccccc2)CC1,-2
O=C(OCC(=O)N1CCC(Cc2ccccc2)CC1)c1ccccc1O,-17
Cc1ccc(NC(=O)c2ccc(S(=O)(=O)N3CC(C)CC(C)C3)cc2)cc1S(=O)(=O)N1CCOCC1 (stereo not drawn),3
COC(=O)C1(C)CCCC2(C)c3cc(OC)ccc3C(=O)C(Br)C12 (stereo not drawn),-12
COc1ccc(CCNC(=O)CSc2nc3c(sc(=S)n3-c3ccccc3)c(=O)[nH]2)cc1OC,-2
CCN(CC)CCCNc1nc2ccccc2c2[nH]c3ccc(OC)cc3c12,-19
C[C@H](CO)N1C[C@H](C)[C@H](CN(C)Cc2ccncc2)Oc2ncc(Br)cc2C1=O,-7
Cc1ccc(S(=O)(=O)N2CCOCC2)cc1C(=O)Nc1cc(S(=O)(=O)N2CCCCC2)ccc1O,-3
CC(=O)N(CCOc1ccccc1)CCOc1ccccc1,4
S=C(Cc1ccccc1)Nc1ccccc1,-12
Cc1ccccc1-c1ccc2c(c1)O[C@@H](CN(C)Cc1ccc(C(=O)O)cc1)[C@@H](C)CN([C@H](C)CO)S2(=O)=O,-11
Cc1ccc(S(=O)(=O)n2cccc2/C=C/[N+](=O)[O-])cc1,?

# A different layout for part of the listing above:
canonical_smiles | RXFP1 antag
CCC1(c2ccc(F)cc2)NC(=O)N(CC(=O)Nc2ccc3c(c2)OCCO3)C1=O (stereo not drawn) | -1
COc1cccc(C(C)=NNc2ccc([N+](=O)[O-])cc2[N+](=O)[O-])c1OC | -2
O=C(COc1nnc2ccccn12)N1CCN(S(=O)(=O)c2ccccc2)CC1 | -2
O=C(OCC(=O)N1CCC(Cc2ccccc2)CC1)c1ccccc1O | -17
Cc1ccc(NC(=O)c2ccc(S(=O)(=O)N3CC(C)CC(C)C3)cc2)cc1S(=O)(=O)N1CCOCC1 (stereo not drawn) | 3

# The list goes on:
SMILES,RXFP1 antag
O=C(Cn1cc(C(F)(F)F)ccc1=O)N1CCc2ccccc21,1
COc1ccc(CNC(=O)C2CCCN2C(=O)Nc2cccc(Cl)c2)cc1 (stereo not drawn),-2
Cc1ccc(Sc2ncccc2C(N)=O)cc1,-21
Cc1c(NC(=O)C(C)OC(=O)c2ccc([N+](=O)[O-])cc2Cl)c(=O)n(-c2ccccc2)n1C (stereo not drawn),-7
O=[N+]([O-])c1ccc(N/N=C/C=C/c2ccco2)cc1,-10
O=c1[nH]c2cc(F)ccc2c2ccc(F)cc12,-10
N#CC1(Nc2ccc3ccccc3c2)CCCC1,-8
Cc1coc2ccccc2c1=O,-2
CN(C)c1nc(OCc2ccccc2)c2ncc(=O)[nH]c2n1,-1
Cc1ccccc1-c1nnc(SCC(=O)NC2CCS(=O)(=O)C2)n1C (stereo not drawn),-3
CCCCn1c(N)c(N(Cc2ccccc2OC)C(=O)C(C)Oc2ccc(Br)cc2)c(=O)[nH]c1=O (stereo not drawn),4
Cc1cccc(NC(=O)CCCCC(=O)Nc2cccc(C)c2)c1,-21
Cc1cc(C)c2nc(SCC(=O)Nc3ccccc3N3CCOCC3)c(C#N)cc2c1,1
CC1=C(C(=O)N(C)C)CC(CC(=O)NCCc2ccccn2)C(=O)N1CCC1=CCCCC1 (stereo not drawn),1
OC(Cc1cccnc1)(c1ccccc1)c1ccccc1,1
CN1CCN(CCOCCOc2c(Cl)cc(Cl)cc2Cl)CC1,-7
O=C1C=CN(C2OC(CO)C(O)C2O)C(=O)C1 (stereo not drawn),-1
CCN1CCN(c2ncc(C(=O)N3CCN(c4ccccc4OC)CC3)c3ccccc23)CC1,-17
CC(=O)C(C(c1ccccc1)N1CCCc2ccccc21)N1CCOCC1 (stereo not drawn),2
O=C1CN(Cc2ccccc2)CC(=O)N1,-1
C[C@H]1CN([C@@H](C)CO)C(=O)c2cc(Br)cnc2O[C@@H]1CN(C)S(=O)(=O)c1cn(C)cn1,-5
N#CCC(=O)Nc1ccc(C(=O)OCC(=O)Nc2cc(-c3ccccc3)nn2-c2ccccc2)cc1,3
O=C(c1cccs1)N1C[C@@H](O)[C@H](n2cc(C3CC3)nn2)C[C@@H]1c1ccccc1,3
O=C(Nc1ccccc1)c1ccc(CN2CCC(Cc3ccccc3)CC2)cc1,-3
CC(=O)N(C)C[C@@H]1Oc2ncc(Br)cc2C(=O)N([C@H](C)CO)C[C@@H]1C,3
CC(=O)Nc1ccc(NC(=O)CN2C(=O)NC3(CCCCCCC3)C2=O)cc1,-1
Cc1cc(NS(=O)(=O)c2ccc(NC(=O)COc3ccc(C#N)cc3)cc2)nc(C)n1,-7
CCN(c1ccccc1)S(=O)(=O)c1ccc(C(=O)N2CCOCC2)cc1,0
O=Nc1c(O)ccc2cc(S(=O)(=O)O)ccc12,7
COc1ccc(/C=C/C(=O)NNC(=O)C(C)Oc2ccccc2F)cc1OC (stereo not drawn),2
O=C(c1c(F)cccc1Cl)N(Cc1ccco1)C1CCS(=O)(=O)C1 (stereo not drawn),9
Nc1cc(SCc2ccc([N+](=O)[O-])cc2)ncn1,-3
O=[N+]([O-])c1ccc(S(=O)(=O)c2cccc(C(F)(F)F)c2)nc1,-7
N#CC(c1ccc(O)cc1)N1CCN(C(C#N)c2ccc(O)cc2)CC1 (stereo not drawn),-9
CC(C)C#Cc1ccc2c(c1)O[C@@H](CN(C)S(=O)(=O)c1cn(C)cn1)[C@@H](C)CN([C@H](C)CO)S2(=O)=O,-2
COc1cc(C(=O)NCc2cccs2)ccc1OCc1c(C)noc1C,4
CCCCCCNC(=O)O[C@H]1Cn2c(=O)ccc(=O)n2[C@@H]2CN(S(=O)(=O)c3ccc(C)cc3)C[C@]12O,-2
O=C1CCC(c2ccccc2)N1c1ccccc1 (stereo not drawn),-12
CCCn1c(N)c(C(=O)CSc2nnc(-c3c[nH]c4ccccc34)n2C2CC2)c(=O)[nH]c1=O,-7
COc1cc(CC(=O)OCC(=O)NC2CCCCCC2)cc(OC)c1OC,3
O=C(O)[C@@H]1CSCN1,-4
Cc1ccc2c(=O)n3c(nc2c1)C(Cc1ccccc1)NC(=O)c1cccnc1-3 (stereo not drawn),-1
N#Cc1ccc(Cl)cc1NC(=O)CSc1cccc[n+]1[O-],-9
Nc1nc(N)c(-c2ccccc2)s1,8
O=C(NCCN1CCOCC1)c1ccccc1OCc1ccccc1,-12
COc1ccc(CCC(=O)N2CCN(S(=O)(=O)c3ccc(OC)c([N+](=O)[O-])c3)CC2)cc1,4
CCC(c1ccccc1)C(CC)c1cc(O)c(O)c(O)c1 (stereo not drawn),-17
Nc1ccc(C(=O)Nc2ccc3cc(S(=O)(=O)O)ccc3c2)cc1,5
CCn1c(=S)[nH]c2c(=O)n(C)c(=O)n(C)c21,-11
CSCCC(NC(=O)c1ccc(Cl)cc1Cl)C(=O)NCC(c1cccs1)N(C)C (stereo not drawn),8
# Following part:
SMILES,RXFP1 antag
CCCNC(=O)c1cccc(COCC(F)(F)F)c1,1
CC1CCCN(C(=O)COC(=O)c2cc(Br)ccc2O)C1 (stereo not drawn),-8
CC(C)(CNC(=O)c1cccc(S(=O)(=O)Nc2ccc(SC(F)F)cc2)c1)N1CCOCC1,-9
CC(C)c1cc(C(=O)OCC(=O)NC2CC2)c(O)c(C(C)C)c1,-21
Cn1ncc2c(N)nc(NCCO)nc21,10
CC(C)[C@H](NC(=O)c1cccc(S(=O)(=O)N2CCOCC2)c1)C(=O)OCC(=O)Nc1cccc(Br)c1,1
O=P(NCc1ccccc1)(OCc1ccccc1)OCc1ccccc1,-6
O=C(CCCCC(=O)OCC1COCO1)OCC1COCO1 (stereo not drawn),2
O=C1OCCC1=COCCCCOC=C1CCOC1=O,-2
O=C(COC(=O)COc1ccc(Br)cc1)NC1CCCC1,-1

# Look-ups from the entries so far:
# RXFP1 antag result of O=C(CCCCC(=O)OCC1COCO1)OCC1COCO1 (stereo not drawn) : 2
# RXFP1 antag result of CC(C)(CNC(=O)c1cccc(S(=O)(=O)Nc2ccc(SC(F)F)cc2)c1)N1CCOCC1 : -9

# (listing goes on)
SMILES,RXFP1 antag
O=C(NC(=S)N1CCCCC1CO)c1cccs1 (stereo not drawn),-11
CC(=O)c1ccc(OCC(=O)Nc2cccc(C(=O)Nc3c(C)n(C)n(-c4ccccc4)c3=O)c2)cc1,3
COc1ccc(S(=O)(=O)N=N/C=C2\C=CC=CN2O)cc1OC,0
CCc1ccc(NC(=O)COC(=O)CC2CCCC2)cc1,-11
C[C@@H]1CN([C@@H](C)CO)C(=O)CCCn2nncc2CO[C@H]1CN(C)Cc1ccc2cccnc2c1,-4
CC1CC(=O)NN=C1c1ccc(NCC(C)(C)NCC(O)COc2cc(Cl)ccc2C#N)cc1 (stereo not drawn),13
CC1(C)COC(c2cc3c(cc2Br)OCO3)OC1,-8
COc1ccc(C2=CCCCCC2)c(OC)c1OC,-33
CC(=O)NC12CC3CC(C1)CC(C(=O)Nc1cccc(S(=O)(=O)N4CCCCCC4)c1)(C3)C2,-2
O=C(COc1ccccc1)c1ccccc1,5
CCCCN1C(=O)C(CC(=O)NCCCN(C)C)CC(C(=O)N(CC)CC)=C1C (stereo not drawn),-3
COc1ccc(-c2nnc(COc3ccc(Br)cc3C)o2)cc1,2
Cc1cc(C)c(NC(=O)CN2C(=O)NC3(CCc4ccccc43)C2=O)c(Cl)c1 (stereo not drawn),3
COC(=O)C(CCC(C(=O)OC)N1C(=O)c2ccccc2C1=O)N1C(=O)c2ccccc2C1=O (stereo not drawn),-12
O=S(=O)(/N=S1\CC=CCN1S(=O)(=O)c1ccccc1)c1ccccc1 (stereo not drawn),-110*
O=[N+]([O-])c1ccc(S(=O)Cc2ccccc2)c([N+](=O)[O-])c1 (stereo not drawn),-103*
Cc1ccsc1/C=C1\Oc2cc(O)ccc2C1=O,4
COc1ccc(CN2C(=O)C(CC(=O)NCCc3ccccn3)CC(C(=O)N(C)C)=C2C)cc1 (stereo not drawn),13
NC(=S)N=Nc1c(O)cc(O)c2[nH]c(=O)ccc12,15
Cc1nc(NC(=O)COC(=O)C2CC3CCCC(C2)C3=O)c(Cl)cc1Cl (stereo not drawn),6
N#Cc1c(/N=C/c2cc(Br)cs2)sc2c1CCC2,-12
CC1=C(C(=O)N2CCOCC2)CC(CC(=O)NC2CCCCC2)C(=O)N1Cc1ccccc1 (stereo not drawn),-2
COc1ccc(C(=O)N[C@H](C(=O)NC2CCCCC2)C(C)C)cc1,1
CCOC(=O)N1CCN(C(=O)CCN2C(=O)/C(=C\c3ccc(OC)c(OC)c3)SC2=S)CC1,5
NC1(CO)COC(c2ccccc2)OC1 (stereo not drawn),7
Cc1cc(C(F)(F)F)nc(NNc2nc(C)cc(C(F)(F)F)n2)n1,0
O=C(N1CCN(S(=O)(=O)c2ccc(Cl)cc2)CC1)n1ccnc1,-2
COC(=O)C1=C(O)/C(=C/c2ccc(OCC(=O)Nc3ccc(OC)cc3)cc2)N=C1C,6
O=[N+]([O-])c1ccc(CN2CC(N3CCCC3)CS2(=O)=O)cc1 (stereo not drawn),9
CCCCCCn1c(=O)n2n(c1=O)C[C@]1(OC(=O)NCc3ccccc3)CN(S(=O)(=O)c3ccc(C)cc3)C[C@]1(O)C2,10
COC(=O)c1cc2c(ccc3ccccc32)oc1=O,-1
CC1CCCN(C(=O)c2cc(-c3cccs3)nc3ccccc23)C1 (stereo not drawn),-14
C[C@@H]1CCCCO[C@H](CN(C)C(=O)Nc2ccccc2)[C@@H](C)CN([C@H](C)CO)C(=O)c2cc(NS(=O)(=O)c3cn(C)cn3)ccc2O1,-4

# Fetched by structure from above, 4 records:
SMILES,RXFP1 antag
COC(=O)C1=C(O)/C(=C/c2ccc(OCC(=O)Nc3ccc(OC)cc3)cc2)N=C1C,6
N#Cc1c(/N=C/c2cc(Br)cs2)sc2c1CCC2,-12
C[C@@H]1CCCCO[C@H](CN(C)C(=O)Nc2ccccc2)[C@@H](C)CN([C@H](C)CO)C(=O)c2cc(NS(=O)(=O)c3cn(C)cn3)ccc2O1,-4
NC1(CO)COC(c2ccccc2)OC1 (stereo not drawn),7
